Screening results (PubChem BioAssay)
PI4K2A inh = inhibitors of human PI4K2A | activity change, negative = inhibition, % at 76.9 µM | AID 1346378 | 420,000 tested, 0.13% active | purified PI4K2A, ADP-Glo luminescence, 1 h; active compounds read low | Q9BTU6; in the data active = activity change below about -50%; inconclusive = mostly about -30% to -49%;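 note: -100% = wells without enzyme as full effect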
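In this quantitative HTS, ADP production by PI4K2A was quantified luminescently after 1 h at ambient temperature; 100 microM adenosine served as plate-quality control.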
TRHR enhancer = allosteric enhancers of human TRH receptor; TRHR cells, fluo-8 calcium fluorescence, EC20 TRH enhancement; enhancement, % at 2 µM; 360,000 tested, 0.66% active; in the data active = enhancement above about 30%; note: 0% is about no effect
Target sequence (P34981 whole entry, looked up): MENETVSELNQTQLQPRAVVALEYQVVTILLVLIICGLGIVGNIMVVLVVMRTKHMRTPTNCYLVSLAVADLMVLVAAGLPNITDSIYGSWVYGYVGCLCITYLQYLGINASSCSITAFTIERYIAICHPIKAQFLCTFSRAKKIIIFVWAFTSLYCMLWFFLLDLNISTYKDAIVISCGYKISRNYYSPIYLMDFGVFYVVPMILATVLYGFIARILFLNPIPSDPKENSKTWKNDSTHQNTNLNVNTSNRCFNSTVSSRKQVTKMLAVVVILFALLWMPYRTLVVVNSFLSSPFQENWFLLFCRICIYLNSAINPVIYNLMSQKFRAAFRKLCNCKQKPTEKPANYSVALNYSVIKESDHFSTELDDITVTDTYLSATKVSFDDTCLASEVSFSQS
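TRHR-expressing cells loaded with fluo-8 calcium dye were read kinetically (ex 480/em 530) during compound addition, then stimulated with an EC20 of TRH (10 nM final). Enhancement of the Gq-mediated intracellular calcium response was scored.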
TrxR1 substrate = is turned over as a substrate by rat TrxR1; 390,000 tested, 0.01% active; purified TrxR1 substrate turnover, NADPH consumption readout; Potency, µM (series often up to 114 µM), for the others: at the top dose activity change, negative = substrate turnover; note: potency is the fitted concentration of half-maximal effect; % is set by controls: 0 for no effect and ±100 for the full control effect; nearly all actives have a fitted effect of over 50% in size
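Rat TrxR1, dispensed at 90 nM, was prereduced with 400 uM NADPH (final) for 5 min at ~22 deg C, then incubated with compound 15 min before 400 uM selenite. A first-read NADPH fluorescence drop versus no-compound background flagged substrates.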
mIDH1 inhibitor = blocks human mutant IDH1 R132H enzyme | O75874 | IDH1-R132H enzyme, NADPH consumption, diaphorase/resazurin fluorescence | Potency, µM (titrated, usually from 76.6 µM), without a hit: at the top dose activity change, negative = inhibition, most hits filed as inhibitors | 390,000 tested, 0.093% active; note: potency is the fitted concentration of half-maximal effect; % is set by controls: 0 for no effect and ±100 for the full control effect; nearly all actives have a fitted effect of over 65% in size
Target sequence (O75874 whole entry R132H, stated change not applied): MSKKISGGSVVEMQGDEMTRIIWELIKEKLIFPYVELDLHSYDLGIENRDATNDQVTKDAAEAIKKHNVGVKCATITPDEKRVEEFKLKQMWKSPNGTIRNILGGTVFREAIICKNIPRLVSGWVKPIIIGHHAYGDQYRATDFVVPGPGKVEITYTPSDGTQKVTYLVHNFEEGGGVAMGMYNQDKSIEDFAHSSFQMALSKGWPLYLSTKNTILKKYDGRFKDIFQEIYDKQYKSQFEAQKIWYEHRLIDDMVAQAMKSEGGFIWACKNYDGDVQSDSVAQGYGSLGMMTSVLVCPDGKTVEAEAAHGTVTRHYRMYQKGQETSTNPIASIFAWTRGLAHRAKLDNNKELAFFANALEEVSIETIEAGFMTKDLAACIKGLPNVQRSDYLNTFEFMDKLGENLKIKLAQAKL
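IDH1-R132H (0.5 ug/mL dispensed) in pH 7.5 Tris buffer was preincubated 30 min with compound, then given a substrate mix of 0.016 mM NADPH and 2 mM alpha-KG for 80 min at room temperature; remaining NADPH was read by diaphorase/resazurin fluorescence.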
TrxR1 inh = blocks rat thioredoxin reductase 1; O89049; recombinant rTrxR1, NADPH fluorescence consumption, selenite substrate; Potency, µM (series often up to 114 µM), without a hit: at the top dose activity change, negative = inhibition, hits mostly inhibitors; 390,000 tested, 1% active; AID 588453; note: potency is the fitted concentration of half-maximal effect; % is set by controls: 0 for no effect and ±100 for the full control effect; nearly all actives have a fitted effect of over 65% in size
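Rat TrxR1 (90 nM in the dispensed reagent) was pre-reduced with 400 uM NADPH for 5 min at room temperature, then incubated with compound for 15 min. After 400 uM selenite was added, NADPH fluorescence (Ex 340/Em 450 nm) was followed for 8 min.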
D2 antagonist = D2 dopamine receptor (human) antagonism; 340,000 tested, 2% active; HEK293 TREx D2 cells, calcium flux, dopamine EC80; inhibition, % at 10 µM; P14416; in the data active = inhibition above about 30%; note: 0% is about no effect
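Dopamine at EC80 is the agonist stimulus; test compounds precede it by 180 s. Calcium flux read kinetically in a force-coupled, inducible HEK293 T-REx D2 cell line.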
USP1-UAF1 inh = inhibitors of human USP1/UAF1 deubiquitinase; O94782; recombinant USP1/UAF1, Ub-Rhodamine cleavage fluorescence; Potency, µM (top dose mostly 57.1 µM), for the others: top-dose activity change, negative = inhibition, actives largely listed as inhibitors; 390,000 tested, 0.23% active; AID 743255; note: potency is the fitted concentration of half-maximal effect; % is set by controls: 0 for no effect and ±100 for the full control effect; nearly all actives have a fitted effect of over 60% in size; inactives centre near -12
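In this screen, compounds sit with the deubiquitinase complex (1nM) for 15 min at room temperature before Ub-Rho is added at 150nM final. Fluorescence rise is then followed for 6 reads every 60 seconds.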
TRHR ag = activates the human TRH receptor | P34981 | TRHR cells, calcium flux fluo-8, FDSS agonist mode | activation, % at 2 µM | 360,000 tested, 0.18% active | AID 493084; in the data active = activation above about 30%; note: 0% is about no effect
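Fluo-8-loaded TRHR cells; 10 s baseline, compound added, kinetic Ca2+ fluorescence read 1/s, agonist mode.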
D2 ag = agonists of human D2 dopamine receptor | HEK293 T-REx D2 cells, calcium flux agonist mode | activation, % at 2 µM | AID 485358 | P14416 | 340,000 tested, 0.53% active;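 active = activation over 3 SD above normal in the single-dose calcium agonist read, cut at about 30% in these data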; note: 0% is about no effect
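Tetracycline-induced HEK293 Trex cells with D2 receptor force-coupled to calcium signaling, plated overnight at 30 C and loaded with no-wash calcium dye. Calcium flux read kinetically for 180 s after compound addition; responses flag agonists.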
Starred values were filed as active, the others as inactive; ? = inconclusive; / = not tested or not shown; & = joins results of further samples; [ ] = another dose, or the depositor's remark. Unless noted, calls come from the whole dose curve; as a rule, active = well fitted inhibition curve with a large enough effect; inconclusive = small, poorly fitted or top-dose-only effect; inactive = no such curve, though single readings can be large or run the other way.

cpd	structure	TRHR ag	USP1-UAF1 inh	TrxR1 substrate	TrxR1 inh	mIDH1 inhibitor	D2 ag	TRHR enhancer	PI4K2A inh	D2 antagonist
1	O=C(CSCc1ccc(F)cc1)N1CCc2c([nH]c3ccccc23)C1c1ccccc1 (stereo unspecified)	0.2	-17.9%	3.2%[57.1 µM]	23.4%[57.1 µM]	-12.7%	0.1	-3.1	2.0	/
2	O=C(NNC(=O)c1ccccc1O)c1ccc(Cl)c(S(=O)(=O)N2CCCCC2)c1	0.0	-0.9%	-0.4%[57.1 µM]	3.3%[57.1 µM]	-23.7%	-0.6	5.0	-1.4	-18.3
3	O=C(Nc1ccccc1)N1CCN(Cc2ccc3c(c2)OCO3)CC1	0.4	?	4.6%	3.5%	1.2%	1.4	-7.7	5.0	9.7
4	COCCn1c(SCC(=O)NC(=O)NCc2ccccc2)nc2ccccc21	-1.7	-9.5%	-0.3%	4.7%	-5.7%	-1.4	-2.3	3.7	9.7
5	CN1CCN(c2ccc(NC(=O)c3ccc(Cl)cc3Cl)cc2)CC1	0.6	-22.7%	-8.4%	-12.7%	2.8%	1.2	18.2	-7.8	5.4
6	CCc1ccccc1NC(=O)Cn1nnc(C(=O)NCc2cccs2)c1N	0.8&-0.3	-18.1%&-33.7%	7.5%&-2.5%	14.1%&6.1%	5.0%&-7.7%	3.2&0.1	-5.5&10.3	-3.4&10.7	18.6
7	Cc1ccc(NC(=O)C(c2ccccc2)N2CCN(C(=O)c3ccco3)CC2)cc1 (stereo unspecified)	-0.3	-17.0%	-8.7%	-13.6%	0.0%	-1.9	1.5	0.2	-0.9
8	CCN1C(N(C)CCc2cccs2)=N[C@@H](c2ccccc2)C(C(=O)OC)=C1C	-0.2&0.4	?	2.7%[57.1 µM]	-1.5%[57.1 µM]	-1.5%	-0.3	8.7&-3.6	-4.2	-17.1
9	COc1ccc(S(=O)(=O)Nc2cccc(-c3ccc(N4CCOCC4)nn3)c2)cc1F	0.2	-26.8%	4.6%[57.1 µM]	18.1%[57.1 µM]	-5.0%	0.1	0.5	-1.2	/
10	Fc1ccc(Nc2nc(SCc3ccc(Cl)cc3)nc3ccccc23)cc1	0.7	?	-2.6%[57.1 µM]	13.7%[57.1 µM]	16.5%	0.1	2.7	-2.5	/
11	CC(C)Cn1c(N)c(C(=O)COC(=O)C2CC(=O)N(c3ccc4c(c3)OCCO4)C2)c(=O)n(C)c1=O (stereo unspecified)	-0.4	-12.7%	3.3%	10.5%	0.6%	-0.2	-0.9	1.1	-0.4
12	COc1ccccc1N1C(=O)CC(Sc2n[nH]c(-c3cccc(C)c3)n2)C1=O (stereo unspecified)	-0.6	-16.7%	0.9%	1.58µM*	7.6%	0.0	-0.1	-2.5	-4.7
13	Cc1cc(C)cc(Nc2cc(C)nc3nncn23)c1	-1.5	-11.7%	-8.5%	-10.6%	1.4%	-0.8	5.0	5.3	/
14	CC(C)OC(=O)c1cc(C(=O)c2cc(Cl)ccc2O)coc1=N	0.1	-20.5%	2.3%[57.1 µM]	15.8%[57.1 µM]	1.5%	0.0	4.1	4.1	-11.7
15	Cc1nnc(Oc2ccccc2)c2ccccc12	0.0	4.1%	5.9%[57.1 µM]	11.4%[57.1 µM]	3.7%	0.0	8.0	-3.2	-12.1
16	Cc1ccc(NNC(=O)C(O)(c2cccc(C(F)(F)F)c2)c2cccc(C(F)(F)F)c2)cc1	1.2	-19.9%	-21.6%	21.7%[0.0914 µM]	-22.9%	0.1	-2.6	7.4	3.1
17	COC(=O)c1sc(=S)n(-c2cc(F)ccc2F)c1N	-0.4	-11.0%	1.1%	-11.4%	5.8%	0.7	10.6	-3.2	0.4
18	O=C1N(Cc2cccnc2)C[C@@H]2C[C@@H](c3ccc4nonc4c3)N3CCC[C@@]123	0.5	-20.7%	1.2%	-32.3%	-0.6%	0.1	5.9	-5.3	-11.2
19	Cc1ccc(-n2c(-c3cc(C)n(C)n3)n[nH]c2=S)cc1	0.5	-12.9%	-0.1%	-32.4%	2.1%	0.8	0.8	2.8	12.3
20	O=C(Nc1cc(Oc2ccccc2)cc([N+](=O)[O-])c1)C12CC3CC(C1)CC(n1cnc(Cl)n1)(C3)C2	0.5	-11.8%	-7.4%	11.5%	-2.1%	0.9	-3.1	-7.1	-9.1
21	CSc1cccc(NC(=O)C2CCN(c3ncnc4c3nc3n4CCCCC3)CC2)c1	-0.6	-17.9%	-7.0%	-0.3%	13.7%	-2.3	2.5	-6.6	/
22	CC(=O)c1cccc(NC(=O)N2CCN(S(C)(=O)=O)CC2)c1	-0.2	-5.7%	7.5%[57.1 µM]	10.8%[57.1 µM]	4.6%	-2.4	34.4*	3.2	-30.0
23	Cc1ccc(Cc2cnc(NC(=O)c3cccs3)s2)cc1	5.7	-19.5%	3.6%	0.4%	5.8%	-0.6	12.7	-8.3	-2.5
24	COc1cccc(N(C(=O)c2snc(C(N)=O)c2N)C(C(=O)NCC2CCCO2)c2ccc(F)cc2)c1 (stereo unspecified)	0.4	-12.6%	24.1%[57.1 µM]	4.1%[57.1 µM]	-5.5%	1.4	-1.9	-2.0	-23.3
25	COc1ccccc1C(=O)Nc1c(C(=O)c2ccccc2)oc2ccccc12	-0.9	-17.8%	22.5%	30.7%	2.9%	/	0.7	0.4	/
26	O=C(c1cccc(C(F)(F)F)c1)C1CCCN(C(=O)CCCN2CCCC2=O)C1 (stereo unspecified)	0.0	-20.5%	2.8%	19.3%	-1.3%	1.7	2.6	-2.2	-4.8
27	NC(=O)c1ccc(-n2nc(C(F)(F)F)c3c2CCCC3)cc1	-2.2	-19.1%	-2.2%	7.3%	-2.2%	-1.4	3.5	2.6	-5.8
28	COc1cc(C2Nc3c(F)cccc3C3C=CCC32)cc(Br)c1OC (stereo unspecified)	-0.2	-9.3%	4.4%	17.8%	6.3%	-0.5	3.4	7.8	5.1
29	COC(=O)CN(c1cc(C(F)(F)F)ccc1Cl)S(C)(=O)=O	-0.5	7.2%	6.7%	-2.2%	7.4%	-0.6	-3.8	3.8	-5.2
30	COC(=O)c1ccc(C(=O)OC)c(NC(=O)CSCc2ccc(Cl)cc2)c1	0.5	-24.1%	16.1%	-0.8%	7.8%	-0.2	2.2	1.0	-32.7

Brought forward from above: 3 compounds; new compounds follow.
cpd	structure	TRHR ag	USP1-UAF1 inh	TrxR1 substrate	TrxR1 inh	mIDH1 inhibitor	D2 ag	TRHR enhancer	PI4K2A inh	D2 antagonist
28	COc1cc(C2Nc3c(F)cccc3C3C=CCC32)cc(Br)c1OC (stereo unspecified)	-0.2	-9.3%	4.4%	17.8%	6.3%	-0.5	3.4	7.8	5.1
29	COC(=O)CN(c1cc(C(F)(F)F)ccc1Cl)S(C)(=O)=O	-0.5	7.2%	6.7%	-2.2%	7.4%	-0.6	-3.8	3.8	-5.2
30	COC(=O)c1ccc(C(=O)OC)c(NC(=O)CSCc2ccc(Cl)cc2)c1	0.5	-24.1%	16.1%	-0.8%	7.8%	-0.2	2.2	1.0	-32.7
31	CCOCCCNC(=O)C1CCC(CNS(=O)(=O)c2ccc(OC)cc2)CC1 (stereo unspecified)	0.5	-8.3%	6.4%	13.8%	0.2%	0.3	0.6	4.2	12.5
32	O=C(NNS(=O)(=O)c1ccccc1)c1ccccc1-n1cccc1	0.0	-17.4%	5.0%	22.7%	-1.3%	0.5	2.4	-1.3	-5.4
33	C/C(=N/NC(=O)CNC(=O)CCc1ccccc1)c1ccc(Cl)cc1	-1.3	7.3%	3.0%[57.1 µM]	-1.2%[57.1 µM]	-0.2%	-1.4	-1.1	-0.5	-5.0
34	O=C(/C=C/c1ccccc1)N1CCN(Cc2nc3ccccc3c(=O)[nH]2)CC1	0.0	0.1%	9.2%	20.8%	0.8%	0.4	1.3	0.9	5.0
35	COc1cc(Cl)c(C)cc1NC(=O)CN1c2ccccc2S(=O)(=O)c2ccccc21	-0.2	-20.5%	0.6%[57.1 µM]	28.3%[57.1 µM]	2.7%	0.7	-5.8	0.1	/
36	COc1ccc(CNS(=O)(=O)c2ccc(F)c(C(=O)Nc3ccccc3OC)c2)cc1	-1.2	-12.4%	11.6%	27.1%	-2.4%	-1.4	-4.1	-1.6	-30.2
37	COC(=O)Cn1c(=O)c2c(nc(Br)n2CC(=O)OC)n(C)c1=O	-0.3	-8.0%	-1.5%	10.9%	0.9%	0.4	3.5	4.9	-12.7
38	O=C1S/C(=C\c2ccc(N3CCOCC3)o2)C(=O)N1Cc1c(F)cccc1Cl	26.6	3.98µM*	4.5%[57.1 µM]	2.51µM*	0.9%	9.7	-6.5	-1.0	13.4
39	COc1ccc(-c2nc(N)c(C#N)c(-c3cccnc3)c2C)cc1	-0.6	-6.9%	-4.2%	-2.3%	-4.7%	-1.9	-4.7	3.9	4.1
40	Cc1cccc(NC(=O)CSc2nnc(CNC(=O)c3ccc(S(=O)(=O)N(C)C)cc3)n2-c2ccc(F)cc2)c1	0.8	-17.3%	-5.5%	5.9%	4.4%	-0.6	7.3	2.4	3.5
41	CCOc1ccc(NC(=O)CCCn2c(C)c3cnn(-c4ccccc4)c(=O)c3c2C)cc1	-1.5	-20.4%	0.3%	5.7%	0.0%	0.0	5.0	7.0	/

Rows are unselected; about 3.9% have a hit in one of these screens.
